FECH block: inhibitors of human ferrochelatase; P22830; purified FECH, Ni-mesoporphyrin absorbance 550 nm; calls only at 10 µM (by protocol); actives 3.3% (n = 20,000); AID 1671448;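 active = enzyme reaction rate more than 3 SD below the solvent-only control wells on the same plate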;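 also: lower slope than DMSO wells means FECH inhibition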
Target sequence (P22830 whole entry, looked up): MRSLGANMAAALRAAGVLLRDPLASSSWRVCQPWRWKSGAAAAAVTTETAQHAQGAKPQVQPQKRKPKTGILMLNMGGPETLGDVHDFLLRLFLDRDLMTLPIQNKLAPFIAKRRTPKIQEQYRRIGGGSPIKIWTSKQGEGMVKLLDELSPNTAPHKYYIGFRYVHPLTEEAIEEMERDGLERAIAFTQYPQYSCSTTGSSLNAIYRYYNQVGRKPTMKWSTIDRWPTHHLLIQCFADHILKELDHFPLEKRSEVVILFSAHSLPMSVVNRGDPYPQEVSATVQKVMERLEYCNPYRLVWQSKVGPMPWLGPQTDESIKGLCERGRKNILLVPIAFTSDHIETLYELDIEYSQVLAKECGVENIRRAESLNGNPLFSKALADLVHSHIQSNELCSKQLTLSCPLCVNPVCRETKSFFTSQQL
Calls only; i = inactive; + = active, no number.

[1] CCCc1c(C)nc2ncnn2c1Sc1ccccc1NC(=O)c1cccc(C)c1
  FECH block: i
[2] CCCCOc1ccc(CNC(=O)CN2C(=O)c3cccnc3Sc3ccccc32)cc1
  FECH block: +
[3] O=C(O)c1cccnc1CN1CCCC(Oc2ccc(F)cc2)C1 (stereo unspecified)
  FECH block: i
[4] COc1ccc(CNc2nc3nc(CNc4ccc(Cl)cc4)cc(=O)n3[nH]2)cc1
  FECH block: i
[5] Cc1cc(F)ccc1-c1c(-c2ccccc2)ncn1CCCn1ccnc1
  FECH block: i
[6] CCc1cc(NCc2cncn2CC)nc(N2CCOCC2)n1
  FECH block: i
[7] Cc1nn(C)cc1-c1ccnc(NCCCn2ccnc2C(C)C)n1
  FECH block: i
[8] CCCC(=O)Nc1ccc(Nc2nc(C)cc(N3CCCC3)n2)cc1
  FECH block: i
[9] Cc1ccccc1Cn1c(=O)c2cnc(-c3ccc(Cl)cc3)nc2n(C)c1=O
  FECH block: i
[10] C=CCNc1nc(Nc2ccc(OC)cc2)c2cnn(-c3ccccc3)c2n1
  FECH block: i

[11] O=S(=O)(NCc1nc2cccnc2n1Cc1ccccc1Cl)c1ccc(F)c(Cl)c1
  FECH block: i
[12] CCN1C(SCC(=O)Nc2cccc(Br)c2)=NS(=O)(=O)c2ccccc21
  FECH block: +
[13] Cc1cc(Sc2ccccc2NC(=O)c2ccccc2Cl)n2nc(-c3ccccc3)nc2n1
  FECH block: i
[14] Cc1nccn1CC1CCCN(CCCc2ccccc2)C1 (stereo unspecified)
  FECH block: i
[15] C/C=C/CN1CCC=C(CNC(=O)c2ccccc2NC(C)=O)C1
  FECH block: i
[16] COc1ccc(C)cc1NS(=O)(=O)c1cc(N2C(=O)CCS2(=O)=O)ccc1OC
  FECH block: i
[17] Cc1cccc(CN2CCC(c3nn(C)c(=O)n3Cc3ccccc3)CC2)n1
  FECH block: i
[18] CC(=O)NCCNc1nc(CCN)nc2ccccc12
  FECH block: i
[19] COCCn1c(CNC(=O)c2ccccc2F)nc2cccnc21
  FECH block: i
[20] COc1ccc2nc(CCN(C)C(=O)c3cnn4cc(C)cnc34)[nH]c2c1
  FECH block: i

[21] CCOc1ccccc1C(=O)Nc1cc(C)nn1-c1ncnc2c1cnn2-c1ccc(C)cc1C
  FECH block: i
[22] O=C(NCCc1nc2cccnc2n1C1CCCCC1)Nc1cccc(Br)c1
  FECH block: i
[23] Cc1cccn2c(CNC(C)CCn3cccn3)cnc12 (stereo unspecified)
  FECH block: i
[24] CC(SCc1nc(-c2ccc(F)cc2)no1)C(=O)NCc1ccco1 (stereo unspecified)
  FECH block: i
[25] Cc1ccc(C2(O)CCN(C(=O)c3c(C)[nH]c4c3C(=O)CCC4)CC2)nc1
  FECH block: i
[26] Cc1cccc(Cn2c(CNS(=O)(=O)c3ccc4c(c3)CCCC4)nc3cccnc32)c1
  FECH block: i
[27] CO[C@H]1CN(c2noc(-c3ccccc3)n2)CC[C@H]1N
  FECH block: i
[28] CCN(C(=O)C1CCCN(c2ncnc3c2nc2n3CCCCC2)C1)c1ccccc1 (stereo unspecified)
  FECH block: i
[29] C=CCN(Cc1ccccc1Cl)C(=O)CCC1CCOC1=O (stereo unspecified)
  FECH block: i
[30] COc1ccc(CN2CCCN(CC(=O)Nc3cccc(Cl)c3)S2(=O)=O)cc1
  FECH block: i

[31] O=C(NCCc1nc2cccnc2n1C1CCCCC1)Nc1ccc(F)cc1F
  FECH block: i
[32] Cc1c(Cl)cccc1NCc1nc2nc(C(C)C)cc(=O)n2[nH]1
  FECH block: +
[33] CC(=O)N[C@H]1C[C@@H](c2cc(=O)n3c4c(cccc24)CCC3)O[C@@H](C(C)C)C1
  FECH block: i
[34] Cc1noc2c1C(c1ccc(-c3nc4ccccc4n3C)o1)CC(=O)N2 (stereo unspecified)
  FECH block: i
[35] Cc1ccc2c(CC(=O)NCCC3CN(C)CCO3)coc2c1 (stereo unspecified)
  FECH block: i
[36] Cc1ccccc1-c1ncc(CNCc2cccnc2-n2cncn2)s1
  FECH block: i
[37] CCOc1ccccc1CNC(=O)COc1nc(C)nc2oc(C)c(C)c12
  FECH block: i
[38] COc1ccccc1OC1CN(C(=O)c2occc2C)C1
  FECH block: i
[39] CCn1cnc(NC(=O)NCc2ccccc2-n2ccnc2)n1
  FECH block: i
[40] CN1Cc2cccc(C(=O)Nc3ccc(N4CCOCC4)cc3)c2C1=O
  FECH block: i

[41] Cn1c(CO)nnc1CC1CCN(C(=O)c2c[nH]c3ccccc23)CC1
  FECH block: i
[42] CC(C)Oc1cc(N2CCCNC(=O)C2)nc(N)n1
  FECH block: i
[43] CCN(CC)Cc1cnc2c(C(=O)NCc3ccoc3)cnn2c1
  FECH block: i
[44] CCn1nc(C)c(C(=O)NC(C)Cc2cc(C)[nH]n2)c1C (stereo unspecified)
  FECH block: i
[45] CC(C)(C)CC(=O)NC1CC(=O)N(c2cccc(F)c2)C1 (stereo unspecified)
  FECH block: i
[46] COc1ccc(F)c(C(=O)N(C/C=C/c2ccccc2)CCO)c1F
  FECH block: i
[47] CCC(CN1CCOCC1)NC(=O)C1CCN(c2ncnc3c2nc2n3CCCCC2)CC1 (stereo unspecified)
  FECH block: i
[48] Cc1ccc(Nc2cc(C(C)C)nc3nc(-c4cccnc4)nn23)cc1Cl
  FECH block: i
[49] CN(Cc1cc(C(C)(C)C)n[nH]1)Cc1ccnc2ccccc12
  FECH block: i
[50] CC(c1cccc(-c2ccc3[nH]ncc3c2)c1)N1CCCC1 (stereo unspecified)
  FECH block: i

[51] Cc1cc(S(=O)(=O)NCc2n[nH]c(Cc3ccccc3)n2)ccc1F
  FECH block: i
[52] Cc1ccc2c(c1)c(Cn1cc(-c3sccc3C)nn1)nn2C
  FECH block: i
[53] Cc1ccc(Nc2cc(C(C)C)nc3nc(-c4cccnc4)nn23)cc1
  FECH block: i
[54] Cc1ccccc1CNS(=O)(=O)c1ccc2c(c1)CCN2C(=O)CCC(=O)N1CCOCC1
  FECH block: i
[55] Cc1ccc(N2CC(NC(=O)C3CCCCC3)CC2=O)cc1 (stereo unspecified)
  FECH block: i
[56] COCc1nc2cccnc2n1C1CCN(S(=O)(=O)c2ccc3c(c2)CCCC3)CC1
  FECH block: i
[57] COc1ccc(CC(=O)NC2CC(=O)N(c3ccc(F)cc3)C2)cc1OC (stereo unspecified)
  FECH block: i
[58] Cc1ccc(NCc2cc(=O)n3[nH]c(NCc4ccc(F)cc4)nc3n2)cc1C
  FECH block: i
[59] O=C(CN1CCN(Cc2ccccc2)S1(=O)=O)Nc1cccc(Cl)c1
  FECH block: i
[60] CCn1c(C2CCCNC2)nn(Cc2nc(-c3ccc(C)cc3)no2)c1=O (stereo unspecified)
  FECH block: i

[61] O=C(CN1CCCC1=O)N1CCCC2(C=Cc3ccccc3O2)CC1 (stereo unspecified)
  FECH block: i
[62] Cc1ccc(C)c(S(=O)(=O)N2CCN(c3cc(-c4cccc(F)c4)ncn3)CC2)c1
  FECH block: i
[63] COCCNC(=O)C1CCCN(C2CCN(C(=O)Cc3cc(C)no3)CC2)C1 (stereo unspecified)
  FECH block: i
[64] CCN(CC)C(=O)C1CCC(Cn2c(=O)c3sccc3n(CC(=O)NC(C)C)c2=O)CC1 (stereo unspecified)
  FECH block: i
[65] CC(Cn1cncn1)NCc1n[nH]c2c1CCC2 (stereo unspecified)
  FECH block: i
[66] CCCn1ccnc1CN1CCc2onc(-c3cccc4ccccc34)c2C1
  FECH block: i
[67] CCc1ccc(C2=C(C)C(=O)N(CC(=O)Nc3cc(Cl)ccc3OC)S2(=O)=O)cc1
  FECH block: i
[68] CN1C(=O)c2ccccc2Sc2cc(-c3noc(-c4cc5ccccc5oc4=O)n3)ccc21
  FECH block: i
[69] O=S(=O)(c1ccccc1)N1CCC(n2c(-c3ccccc3)nc3cccnc32)CC1
  FECH block: i
[70] COc1cccc(-c2cc(N3CCN(C(=O)Nc4ccc(F)c(Cl)c4)CC3)ncn2)c1
  FECH block: i

[71] COCCNC(=O)C1CCCN(C2CCN(c3nccc(OC)n3)CC2)C1 (stereo unspecified)
  FECH block: i
[72] Cc1ccc(Cc2nc3nc4c(c(N5CCN(c6cccc(C)c6C)CC5)n3n2)CCCC4)cc1
  FECH block: i
[73] CCCCN(CC)c1ncc(NS(=O)(=O)c2c(C)cc(C)cc2C)cc1C(=O)O
  FECH block: i
[74] Cc1c(Cl)cccc1NC(=O)N1CCC(n2cnc3cccnc32)CC1
  FECH block: i
[75] CSc1nc(Nc2ccc(N3CCCC3)cc2)c(C#N)c(-c2ccccc2)n1
  FECH block: i
[76] CCC(C(=O)N1CC(Oc2ccccc2F)C1)n1cccn1 (stereo unspecified)
  FECH block: i
[77] COc1cccc(OC(C)C(=O)N2CCCC2c2nc(C(C)C)no2)c1 (stereo unspecified)
  FECH block: i
[78] O=C(Nc1ccc(Cl)cc1)N1CCC(n2cnc3cccnc32)CC1
  FECH block: i
[79] CCNc1nc(-c2nnc(-c3ccc(C)cc3)o2)nc2ccccc12
  FECH block: i
[80] O=C(CN1C(=O)C2CCCCN2c2ccc(S(=O)(=O)N3CCCCC3)cc21)NC1CCCC1 (stereo unspecified)
  FECH block: i

[81] CN1CCN2C[C@@H](NC(=O)c3cc4ncc(CCO)cn4n3)C[C@H]2C1
  FECH block: i
[82] CC(C)OCCCNC(=O)Cn1c(=O)c2cnc(-c3ccccc3)nc2n(C)c1=O
  FECH block: i
[83] Cc1ccc2[nH]c(C(=O)N3CCn4cccc4C3c3cccnc3)c(C)c2c1 (stereo unspecified)
  FECH block: i
[84] Cc1cc(NC(=O)c2ccc(F)c(F)c2)n(-c2ncnc3c2cnn3-c2cccc(C)c2C)n1
  FECH block: i
[85] COc1cccc(N2CC(NC(=O)C(C)(C)C)CC2=O)c1 (stereo unspecified)
  FECH block: i
[86] Cc1ccc(S(=O)(=O)N2CCN(c3nc(C)cc(N(C)C)n3)CC2)c(C)c1
  FECH block: i
[87] COCCN(Cc1cccs1)C(=O)c1cc2ccccc2o1
  FECH block: i
[88] O=C(c1ccc(-c2ccncc2)nc1)N1CCCN(C2CCCCC2)CC1
  FECH block: i
[89] Cc1ccccc1Nc1nc(NC2CCCC2)nc2c1cnn2-c1ccccc1
  FECH block: i
[90] COc1ccccc1NS(=O)(=O)c1cc(N2C(=O)CCS2(=O)=O)ccc1C
  FECH block: i

[91] CCn1ccnc1CN(C)c1cc(C2CCNCC2)nc(C)n1
  FECH block: i
[92] Cc1ccc(S(=O)(=O)N2CCc3cc(C(=O)Nc4ccc(S(N)(=O)=O)cc4)ccc32)cc1
  FECH block: i
[93] CCCc1cc(=O)n2[nH]c(CNc3ccc(Br)cc3)nc2n1
  FECH block: +
[94] CNC(=O)c1[nH]cnc1C(=O)NC1CCCCC1
  FECH block: +
[95] Cc1cccc(C(=O)Nc2cc(C)nn2-c2ncnc3c2cnn3-c2ccc(Cl)cc2)c1
  FECH block: i
[96] COc1ccccc1-c1nccn1CCc1n[nH]c(=O)[nH]1
  FECH block: i
[97] O=C(CNS(=O)(=O)c1cccs1)N1CCC1c1ccc(F)cc1 (stereo unspecified)
  FECH block: i
[98] O=C(CSCc1nc(-c2ccc(F)cc2)no1)N1CCNC1=O
  FECH block: i
[99] COc1cccc(-c2ncc(CNC(=O)c3cn[nH]n3)s2)c1
  FECH block: i
[100] CC(C)Nc1ncc(C(=O)NCc2cccnc2N2CCN(C)CC2)cn1
  FECH block: i

[101] COc1ccc(-c2cc(CNC(=O)C3CC=CCC3)no2)cc1 (stereo unspecified)
  FECH block: i
[102] O=C(NC1CC1)C1CCCN(C2CCN(CCOc3ccccc3)CC2)C1 (stereo unspecified)
  FECH block: i
[103] CSc1nc(NCCCN2CCOCC2)c(C#N)c(-c2ccc(Cl)cc2)n1
  FECH block: i
[104] CC(C)C(=O)NC1CC(=O)N(c2ccc(F)cc2)C1 (stereo unspecified)
  FECH block: i
[105] O=C(NCCCN1CCCC1=O)c1ccc(CN2C(=O)CCn3nc(-c4ccccc4)cc32)cc1
  FECH block: i
[106] CCc1nc(CN2CCc3[nH]cnc3C2c2ccc(NC(C)=O)cc2)c(C)[nH]1 (stereo unspecified)
  FECH block: i
[107] O=C(NC1CC1)c1cc2n(n1)CCCNC2
  FECH block: i
[108] Cc1ccccc1OCC(=O)Nc1ccc(C)c(OCc2cc(=O)n3cccc(C)c3n2)c1
  FECH block: +
[109] CCCc1cc(=O)n2[nH]c(CNc3ccccc3OC)nc2n1
  FECH block: +
[110] CC(=O)Nc1ccc2c(c1)NC(=O)CC2c1ccnc2ccccc12 (stereo unspecified)
  FECH block: i

[111] CCOc1ccc(NC(=O)CN2CCCN(Cc3cc(C)ccc3C)S2(=O)=O)cc1
  FECH block: +
[112] CCCC(C(=O)Nc1cccc(F)c1)N1Cc2ccccc2C1=O (stereo unspecified)
  FECH block: i
[113] Cn1cc(/C=C/C(=O)N2CCc3[nH]nc(-c4ccccc4)c3C2)cn1
  FECH block: i
[114] CN1CCN(CCCNC(=O)C2CCN(c3ccc(-c4cccs4)nn3)CC2)CC1
  FECH block: i
[115] COc1ccc(NC(=O)CN2CCCN(Cc3ccc(Cl)cc3)S2(=O)=O)c(OC)c1
  FECH block: i
[116] Cn1c(=O)c(C(=O)N2CCN(c3ccccn3)CC2)nc2ccccc21
  FECH block: i
[117] Cc1cc(NC(=O)CCC2CCCCC2)n(-c2ncnc3c2cnn3-c2ccc(Cl)cc2)n1
  FECH block: i
[118] Cc1nccn1-c1ccccc1CNC(C)Cn1cncn1 (stereo unspecified)
  FECH block: i
[119] O=C(NCc1ccc(F)cc1)C1CCN(c2ccc(-c3cccs3)nn2)CC1
  FECH block: i
[120] O=C(NC1CCN(Cc2ccccc2)CC1)C1CCN(c2ncnc3c2nc2n3CCCCC2)CC1
  FECH block: i

[121] CSc1nc(NC2CCCCC2C)c(C#N)c(-c2ccc(Cl)cc2)n1 (stereo unspecified)
  FECH block: i
[122] Cc1cc(C)n(CCC(=O)NCCc2ccc(S(N)(=O)=O)cc2)n1
  FECH block: i
[123] CCN(CC)c1ncc(NS(=O)(=O)c2ccc(C3CCCCC3)cc2)cc1C(=O)O
  FECH block: i
[124] CCCn1ncc(C(=O)N(C)Cc2nc3ccc(F)cc3[nH]2)c1C
  FECH block: i
[125] Cc1ccc(-c2nc(CN3CCc4[nH]ncc4C3)c(C)o2)s1
  FECH block: i
[126] CN(C)C(=O)c1ccc(S(=O)(=O)NC2CCCCC2)s1
  FECH block: i
[127] NC(=O)c1cccnc1N1CCC(n2cc(-c3ccccc3Cl)nn2)CC1
  FECH block: i

Screening results from PubChem.

Not all compounds are listed (hit frequency here may not be typical).
